Screening results (PubChem BioAssay)
FH mod = Identification of activators of human fumarate hydratase by quantitative high-throughput screening; Potency, µM (highest dose often 79.9 µM), for the others: at the top dose activity change, negative = inhibition, hits mostly inhibitors; FH coupled MDH/diaphorase resazurin fluorescence, 15 min; Fumarate hydratase, mitochondrial (Homo sapiens), P07954; AID 1347055, 2019; 0.22% of 54,000 active; note: potency is the fitted concentration of half-maximal effect; % is set by controls: 0 for no effect and ±100 for the full control effect; the screen sought activators but most active calls are inhibition curves; nearly all actives have a fitted effect of over 45% in size
p53null 39C tox = qHTS Screen for Compounds that Selectively Target Cancer Cells with p53 Mutations: Cytotoxicity of p53 Null Cells at the Nonpermissive Temperature | 0.97% of 55,000 active | H1299 p53-null (neo) cells, 39C, ATPlite viability, 24 h | Potency, µM (top dose mostly 46.1 µM), without a hit: at the highest dose activity, negative = cell killing, most hits filed as cytotoxic;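 note: potency is the fitted concentration of half-maximal effect; 0% = DMSO only and -100% = full killing by 100 µM tamoxifen; nearly all actives have a fitted effect of over 50% in size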
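Temperature-shift cytotoxicity format: compound titrations on p53-null or A138V-expressing H1299 cells held 24 hr at 39C, cell ATP then measured, AC50 from Hill model.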
p53null 32C kill = qHTS Screen for Compounds that Selectively Target Cancer Cells with p53 Mutations: Cytotoxicity of p53 Null Cells at the Permissive Temperature. H1299-neo p53 null cells, ATP luminescence, 24 h, 32C. 0.62% of 55,000 active. Potency, µM (titrated, usually from 46.1 µM), inactives show at the highest dose activity change, negative = cytotoxicity, most hits filed as cytotoxic;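 note: potency is the fitted concentration of half-maximal effect; 0% = DMSO only and -100% = full killing by 100 µM tamoxifen; nearly all actives have a fitted effect of over 55% in size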
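H1299-neo (p53-null) cells, 600/well, were pre-incubated overnight at 37C, then exposed to compounds at up to 46 uM for 24 hr at 32C. Viability was measured as ATP content by luminescence, and AC50 values came from Hill fits.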
PTAP-TSG101 blk = qHTS Validation Assay for Inhibitors of HIV-1 Budding by Blocking the Interaction of PTAP/TSG101: Sytravon Library Screen; Potency, µM (highest dose often 115 µM), for inactives: top-dose activity change, negative = inhibition, hits mostly inhibitors; Fluorescence polarization, FITC-PTAP peptide/Tsg101, 20 min; 44,000 tested, under 10 active; Tumor susceptibility gene 101 protein (Homo sapiens), Q99816; note: potency is the fitted concentration of half-maximal effect; 0% is about no effect
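Fluorescence polarization: Tsg101 binding domain (10 uM final) in 10 mM HEPES pH 7.5, 0.15 M NaCl, 0.01% Tween 20, 3 mM EDTA, 0.1 mM TCEP; compounds pinned; FITC-PTAP peptide 50 nM final; 20 min, r.t.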
GALK inh = qHTS Assay for Inhibitors of Human Galactokinase (GALK): NCGC Sytravon Library Screen; AID 1347072, 2019; recombinant GALK, Kinase-Glo ATP luminescence, 1 h; 44,000 tested, under 10 active; P51570; Potency, µM (doses to about 57.5 µM), inactives show at the top dose activity, negative = inhibition, most hits filed as inhibitors;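 note: plate controls were full GALK reaction for no effect and reaction lacking GALK for full effect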
Target sequence (P51570 whole entry, looked up): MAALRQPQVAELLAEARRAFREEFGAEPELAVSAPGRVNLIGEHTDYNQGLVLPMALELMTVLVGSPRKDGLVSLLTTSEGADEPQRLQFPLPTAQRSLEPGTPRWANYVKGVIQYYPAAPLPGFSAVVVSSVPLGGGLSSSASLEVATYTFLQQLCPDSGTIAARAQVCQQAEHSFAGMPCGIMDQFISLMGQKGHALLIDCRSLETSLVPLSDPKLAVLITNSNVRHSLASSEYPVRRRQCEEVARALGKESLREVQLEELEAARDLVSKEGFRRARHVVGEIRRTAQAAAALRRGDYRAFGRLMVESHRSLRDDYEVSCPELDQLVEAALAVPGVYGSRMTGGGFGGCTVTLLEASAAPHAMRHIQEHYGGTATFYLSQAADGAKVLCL
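5 nM GALK; 35 uM ATP; 100 uM D-galactose; 20 mM HEPES pH 8.0, 5 mM MgCl2, 60 mM NaCl, 1 mM DTT, 0.01% BSA; 1 h RT; Kinase-Glo Plus luminescence.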
NTMT1 inh = Primary qHTS for Inhibitors of N-terminal methyltransferase 1 (NTMT1): MTaseGlo Assay; NTMT1 MTase-Glo SAH luminescence, purified enzyme; AID 1645870, 2021; Potency, µM (titrated, usually from 114 µM), for the others: at the highest dose activity change, negative = inhibition, actives largely listed as inhibitors; 2.5% of 59,000 active;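 note: potency is the fitted concentration of half-maximal effect; plate controls were DMSO vehicle for no effect and no enzyme for full effect; nearly all actives have a fitted effect of over 65% in size; many of its hits are not listed in these tables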
Target sequence (Q9BV86 whole entry, looked up): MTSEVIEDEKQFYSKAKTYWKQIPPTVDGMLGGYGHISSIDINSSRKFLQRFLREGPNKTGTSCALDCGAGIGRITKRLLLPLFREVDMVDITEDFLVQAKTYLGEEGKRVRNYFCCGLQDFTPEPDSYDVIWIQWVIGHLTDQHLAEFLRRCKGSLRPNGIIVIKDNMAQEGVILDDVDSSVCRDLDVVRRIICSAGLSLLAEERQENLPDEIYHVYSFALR
B2AR arrestin ag = qHTS assay of beta-arrestin-biased ligands of beta2-adrenergic receptor: NCGC Sytravon Library Screen; Beta-2 adrenergic receptor (Homo sapiens), P07550; HTLA Tango cells, beta-arrestin recruitment, luciferase luminescence, 18 h; Potency, µM (highest dose often 46.1 µM), without a hit: at the highest dose activation, hits mostly activators; 44,000 tested, under 10 active; AID 1347077, 2019;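 note: potency is the fitted concentration of half-maximal effect; 0% = DMSO and full agonism = EC100 isoproterenol or metaproterenol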
Target sequence (P07550 whole entry, looked up): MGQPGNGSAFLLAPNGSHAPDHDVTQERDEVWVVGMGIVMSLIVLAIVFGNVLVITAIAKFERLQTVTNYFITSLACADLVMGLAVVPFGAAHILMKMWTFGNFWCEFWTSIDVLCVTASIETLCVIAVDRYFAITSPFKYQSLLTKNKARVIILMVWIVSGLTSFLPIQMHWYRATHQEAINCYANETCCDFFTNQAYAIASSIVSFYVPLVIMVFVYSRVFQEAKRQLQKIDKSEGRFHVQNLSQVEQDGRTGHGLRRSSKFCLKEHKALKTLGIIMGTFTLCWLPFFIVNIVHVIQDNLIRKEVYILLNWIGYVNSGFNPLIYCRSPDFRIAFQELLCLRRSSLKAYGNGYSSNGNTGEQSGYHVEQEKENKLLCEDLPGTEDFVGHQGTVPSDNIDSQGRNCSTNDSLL
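Receptor–beta-arrestin recruitment read by tTA-responsive luciferase: compound titrations (up to 46 µM) incubated 18 h with Tango cells, then luminescent substrate 15 min at room temperature. Concentration-response fits classified by r2, efficacy and activity.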
Numbers without * were called inactive; ? = inconclusive; . = not tested or not shown; & = joins results of further samples; [ ] = another dose, or the depositor's remark. Calls come from the whole dose curve; as a rule, active = well fitted curve in the direction sought with a large enough effect; inconclusive = small, poorly fitted or top-dose-only effect, or another doubt; inactive = no such curve, though single readings can be large; an effect the other way counts as inactive or inconclusive.

SMILES	FH mod	p53null 39C tox	p53null 32C kill	PTAP-TSG101 blk	GALK inh	NTMT1 inh	B2AR arrestin ag
Cc1c(C)n(C)c2ccc(C(=O)NCCCN3CCCCC3)cc12	-10.6%	-8.8%	4.3%	1.3%	-1.1%	?	0.0%
Cc1oc2cc3oc(=O)c(CCC(=O)NCCc4ccccc4F)c(C)c3cc2c1C	-17.2%	-0.8%	-15.5%	-1.6%	-0.9%	-4.7%	-0.7%
O=C(Nc1cccc(Cl)c1)C1CCCN(c2ncnc3c2nc2n3CCCCC2)C1 (stereo unspecified)	-14.4%	17.5%	-10.4%	-12.3%	5.2%	?	-1.8%
Cc1cc(C)cc(NC(=O)CCCc2nc(-c3ccco3)no2)c1	-1.4%	2.6%	-4.0%	1.8%	-4.2%	-1.1%	-3.2%
CC1CCN(S(=O)(=O)c2cn(CC(=O)Nc3cccc(C(F)(F)F)c3)c(=O)c3ccccc23)CC1	-22.2%	-3.5%	0.5%	-2.4%	-8.5%	-0.9%	0.7%
Cc1ccc2[nH]c(C)c(CCNC(=O)c3cc4cc(Br)ccc4oc3=O)c2c1	6.7%	-13.5%	21.3%	-0.4%	1.9%	-16.1%	0.6%
CC1CCc2nc3ncn(Cc4ccccc4C#N)c(=O)c3cc2C1 (stereo unspecified)	?	-0.9%	-6.1%	-7.6%	-2.3%	-14.8%	-0.9%
CCN(Cc1ccccc1)c1ncnc2c1nnn2C	2.4%	5.4%	-3.4%	-4.1%	-1.9%	-6.1%	-0.6%
Cc1ccc(S(=O)(=O)c2nc(-c3cccs3)oc2N2CCCCC2)cc1	-12.6%	-1.5%	2.3%	-7.3%	1.3%	-5.5%	-0.1%
CC(C)n1cc2c(c1-c1ccccc1Cl)c(=O)n(C)c(=O)n2C	1.4%	7.2%	-4.9%	-0.1%	7.5%	-14.6%	-1.4%
CCN(c1cccc(C)c1)S(=O)(=O)c1ccc2[nH]cc(C(=O)NCCCOC)c(=O)c2c1	-21.7%	18.2%	0.8%	-3.4%	0.8%	-0.7%	-2.2%
COc1ccc(OC)c(-c2cc(C(=O)Nc3cccc(Cl)c3C)no2)c1	.	-7.4%	-8.1%	0.9%	2.8%	.	-2.3%
Cc1ccc(C)c(C(=O)COC(=O)CCCC(=O)Nc2cc(C(F)(F)F)ccc2Cl)c1	-15.3%	37.9%[activator]	-3.2%&7.0%	-14.8%	-0.5%	6.4%	0.8%
COc1ccc(NC(=O)c2ccc(NC(=O)CCS(=O)(=O)c3cccs3)cc2)cc1OC	-14.4%	11.4%	4.9%	0.7%	2.9%	-1.5%	0.6%
CCN(C(=O)CSc1nnc(-c2cc3occc3n2C)n1-c1ccccc1C)c1cccc(C)c1	0.9%	-16.8%	-5.9%	1.0%	-0.1%	-5.6%	0.7%
COc1ccc2nc3sc(C(=O)N4CCN(c5ccccc5)CC4)cc3cc2c1	3.4%	-9.7%	-0.7%	0.5%	3.3%	1.2%	-1.9%
CCCC1=Nc2cc(C(=O)NC3CCCCC3)ccc2Sc2ccc(C)cc21	-12.3%	11.6%	13.2%	-2.1%	-1.3%	8.4%	-0.7%
Cc1cccc(NC(=O)CN2C(=O)CC(c3ccccc3)Sc3ccccc32)c1 (stereo unspecified)	-24.5%	39.3%[activator]	21.7%	-1.8%	3.3%	9.3%	0.6%
Cc1nc(SCC(=O)OC(C)(C)C)c2c3c(sc2n1)CCCC3	.	17.3%	1.9%	-4.3%	-0.2%	.	-0.2%
CC1CCN(C(=O)CN2c3ccc(Br)cc3-c3ccccc3S2(=O)=O)CC1	-25.6%	-7.6%	-1.1%	-3.4%	1.7%	15.9%	-3.5%
COc1ccc(-c2nc3ccccc3s2)cc1NC(=O)c1ccc(C#N)cc1F	-4.8%	-14.1%	-5.4%	0.6%	-1.9%	7.7%	0.6%
COc1ccc2c(c1)c(=O)c(C(=O)c1ccc(C)c(C)c1)cn2CC(=O)Nc1ccc2c(c1)OCCO2	1.0%	10.3%	6.8%	1.6%	-0.3%	-1.5%	0.4%
Cc1cccc(NC(=O)c2oc3ccccc3c2NC(=O)Cc2coc3cc(C)cc(C)c23)c1	-2.7%	20.9%	2.5%	1.6%	1.6%	1.2%	0.0%
O=C(CSCc1cnn(-c2ccccc2)c1-n1cccc1)NCc1ccc(F)cc1	-13.3%	-2.7%	2.8%	2.3%	-9.1%	2.0%	-0.2%
CCN1CCC(N(Cc2cccc(OC)c2)C(=O)Nc2cccc(C(F)(F)F)c2)CC1	5.7%	-10.4%	-10.8%	2.0%	-4.7%	-2.8%	-0.2%
CSc1ccc(C2c3[nH]c4ccccc4c3CCN2C(=O)CCc2ccccc2)cc1 (stereo unspecified)	-14.8%	-6.2%	-21.9%	-2.6%	-6.6%	6.6%	-0.2%
Cc1nn2cc(-c3ccc(OC(C)C)cc3)nc2s1	-3.6%	12.6µM*	15.8µM*	1.0%	4.0%	?	-2.0%
Cc1cccc(S(=O)(=O)c2cn(Cc3ccccc3)c3cc(N4CCCCC4)c(F)cc3c2=O)c1	-16.9%	2.9%	0.5%	0.2%	0.7%	-24.0%	0.0%
CCc1ccc(OCC(=O)Nc2ccc3c(c2)c2ccccc2n3CC)cc1	-12.8%	-22.4%	?	1.1%	?	-0.1%	0.5%
COc1ccc2oc(-c3ccc(C)c(NC(=O)CSc4ccc(Cl)cc4)c3)nc2c1	-0.5%	3.2%	?	-2.7%	1.6%	11.6%	1.1%
Cc1nc2c3ccccc3nc(NNC(=O)CCC(=O)N3CCN(c4cccc(C(F)(F)F)c4)CC3)n2n1	11.6%	-12.8%	-3.8%	-5.3%	-1.4%	3.1%	1.0%
COc1ccc(N2CCN(Cc3nc4c(c(=O)[nH]c(=O)n4C)n3Cc3ccccc3)CC2)cc1	-2.0%	-8.6%	-0.8%	-1.2%	-10.5%	?	0.8%
CN(Cc1ccccc1)c1ncnc2c1nc1n2CCCC1	-5.3%	-16.5%	-17.4%	-1.6%	-7.1%	?	0.2%
CCCCSc1nc(-c2ccc(OC)cc2)ccc1C#N	-13.8%	-0.1%	-8.8%	-2.5%	-1.4%	2.4%	0.8%
Cc1c(CCNC(=O)c2ccco2)sc2nc(-c3ccc(F)cc3)nn12	-15.9%	14.1%	-6.6%	-1.5%	-0.8%	6.7%	-2.5%
COc1cc(NC(=O)C(CCSC)NS(=O)(=O)c2ccc3c(c2)oc(=O)n3C)cc(OC)c1 (stereo unspecified)	-4.7%	38.5%[activator]	7.2%	-2.8%	-0.2%	-3.6%	-1.4%
COc1cccc2cc(-c3nc(-c4ccc(Cl)cc4)cs3)c(=O)oc12	-7.3%	0.7%	6.8%	1.0%	-5.7%	4.2%	-1.9%
COC(=O)c1ccccc1NC(=O)c1ccc2c(c1)CCN2S(C)(=O)=O	-28.2%	-9.0%	-4.4%	-0.7%	-3.5%	-7.1%	-2.0%
Cc1c(C(=O)N2CCCCCC2)c(S(=O)(=O)Nc2ccc(OC(F)(F)F)cc2)c(C)n1C	?	8.1%	4.5%	-1.9%	?	-1.6%	-1.2%
Cc1ccc(C(=O)c2oc3ccccc3c2NC(=O)c2cc(-c3ccc(Cl)cc3)on2)cc1	-1.4%	6.6%	4.0%	3.2%	0.0%	8.0%	-3.9%

Random excerpt: 5 compounds from above
SMILES	FH mod	p53null 39C tox	p53null 32C kill	PTAP-TSG101 blk	GALK inh	NTMT1 inh	B2AR arrestin ag
CCc1ccc(OCC(=O)Nc2ccc3c(c2)c2ccccc2n3CC)cc1	-12.8%	-22.4%	?	1.1%	?	-0.1%	0.5%
COc1ccc2c(c1)c(=O)c(C(=O)c1ccc(C)c(C)c1)cn2CC(=O)Nc1ccc2c(c1)OCCO2	1.0%	10.3%	6.8%	1.6%	-0.3%	-1.5%	0.4%
COc1cccc2cc(-c3nc(-c4ccc(Cl)cc4)cs3)c(=O)oc12	-7.3%	0.7%	6.8%	1.0%	-5.7%	4.2%	-1.9%
O=C(CSCc1cnn(-c2ccccc2)c1-n1cccc1)NCc1ccc(F)cc1	-13.3%	-2.7%	2.8%	2.3%	-9.1%	2.0%	-0.2%
Cc1nc2c3ccccc3nc(NNC(=O)CCC(=O)N3CCN(c4cccc(C(F)(F)F)c4)CC3)n2n1	11.6%	-12.8%	-3.8%	-5.3%	-1.4%	3.1%	1.0%

Later entries
SMILES	FH mod	p53null 39C tox	p53null 32C kill	PTAP-TSG101 blk	GALK inh	NTMT1 inh	B2AR arrestin ag
CC(=O)c1nnn(-c2ccc(C)cc2Cl)c1C	0.6%	-18.2%	5.3%	-0.2%	-5.6%	11.7%	-1.4%
COc1ccc(Br)c2c1-c1nc(NC(=O)c3cccc(C)c3)sc1C2	4.5%	-14.9%	4.1%	-3.5%	2.0%	-26.5%	-0.3%
Cc1cc(Nc2ccc(C)c(Cl)c2)n2nc(Cc3ccccc3)nc2n1	-20.0%	?	27.3%	-8.1%	-2.4%	2.5%	-1.6%
CCOC(=O)c1c(NC(=O)COc2ccc(Cl)cc2C)sc(C(C)=O)c1C	?	-0.3%	-3.9%	2.2%	1.8%	-2.2%	0.4%
COc1ccc(C(=O)c2c(N)c(-c3nc(-c4ccccc4)cs3)c3ccccn23)cc1	-5.1%	-6.4%	6.6%	1.7%	2.1%	9.1%	-3.3%
CCC(Oc1ccc(F)cc1)C(=O)Nc1cc(-c2ccc(C)cc2)no1 (stereo unspecified)	?	21.1%	11.3%	-0.2%	-0.1%	26.2%	-0.4%
Cc1cc(C)cc(N2C(=O)N(Cc3cccc(F)c3)c3ccccc3S2(=O)=O)c1	-23.3%	8.7%	0.1%	0.6%	-1.8%	-0.5%	-0.9%
Cc1ccc(-c2cn3c(n2)sc2cc(C(=O)NCCC4=CCCCC4)ccc23)c(C)c1	-6.4%	-9.2%	-3.6%	2.7%	0.3%	9.6%	0.1%
CCOC(=O)c1ccc(CN(Cc2ccc(Br)cc2)S(=O)(=O)c2cccc(Cl)c2C)cc1	4.7%	-3.7%	-9.6%	0.7%	0.2%	2.9%	-0.2%
O=S(=O)(Nc1ccc(O)c(Sc2nc3ccccc3s2)c1)c1cc(Cl)ccc1Cl	15.8µM*	16.2%	25.0%	-1.4%	0.0%	13.2%	0.8%
COc1ccc(-c2nn(C)c3sc(C(=O)Nc4cc(OC)c(OC)c(OC)c4)cc23)cc1OC	?	?	-16.1%	-2.9%	0.0%	-5.9%	14.5%

Only part of the results is shown (hit frequency here may not be typical).
